MmCpn inh: Inhibitors of TCP-1 ring complex (TRiC) of Methanococcus maripaludis (MmCpn): qHTS. Chaperonin Mm-Cpn (Methanococcus maripaludis). purified Mm-Cpn ATPase, ADP Transcreener TR-FRET. Potency, µM (doses to about 76.9 µM), for inactives: at the highest dose activity, negative = inhibition, most hits filed as inhibitors. 330,000 tested, 0.031% active; active = well fitted inhibition curve with a large enough effect; inconclusive = small, poorly fitted or top-dose-only effect; also: nearly all actives have a fitted effect of over 80% in size
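Inhibition of chaperonin ATP hydrolysis is measured as reduced ADP production, detected by competitive TR-FRET in which signal falls with ADP. Final enzyme 25 nM and ATP 10 uM, reacted 30 min at 37°C.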
* = called active by the depositor; ? = inconclusive; & = joins results of further samples; [ ] = another dose, or the depositor's remark. % is scaled to controls: 0 for no effect and ±100 for the full control effect; potency is read from the fitted curve at half-maximal effect.

item	mol	MmCpn inh
1	COC(=O)Cn1c(=NC(=O)c2ccc([N+](=O)[O-])s2)sc2cc(Br)ccc21	-21%
2	Cc1cc2c(c(=O)n1Cc1ccccc1)C1O[C@](c3ccsc3)(Cc3cc(C#N)ccc31)O2	1%[15.4 µM]
3	COc1ccccc1C(=O)NCC(=O)Nc1cccnc1	-5%
4	CC1(C)Cc2c(C#N)c(NC3CCCCC3)nc(-c3ccco3)c2CO1	-4%
5	Cc1onc(-c2ccccc2)c1C(=O)N[C@@H]1C(=O)N2[C@@H]1SC(C)(C)[C@@H]2C(=O)O	0%
6	O=c1c2c3nc4ccccc4nc3n(-c3ccc4c(c3)OCCO4)c2ncn1CC1CCCO1 (stereo unspecified)	-1%
7	COc1ccc(C(=O)/C=C/c2ccc(-c3ccccc3)cc2)cc1CSCC(=O)O	1%
8	COCCN1C(=S)N[C@@H](c2cccc(F)c2)C(C(=O)OC)=C1C	1%&3%
9	O=Cc1ccc(OC(=O)Cc2ccc(F)cc2)cc1	-1%
10	CC(NC(=O)Cn1nnc(-c2ccncc2)n1)c1ccccc1 (stereo unspecified)	0%
11	c1coc(-c2ccc3ncnc(NCc4cccs4)c3c2)c1	-2%
12	COc1cc2ccccc2cc1C(=O)NNC(=O)c1ccccc1O	-6%

The last 6 entries of the section above open the next one:
item	mol	MmCpn inh
7	COc1ccc(C(=O)/C=C/c2ccc(-c3ccccc3)cc2)cc1CSCC(=O)O	1%
8	COCCN1C(=S)N[C@@H](c2cccc(F)c2)C(C(=O)OC)=C1C	1%&3%
9	O=Cc1ccc(OC(=O)Cc2ccc(F)cc2)cc1	-1%
10	CC(NC(=O)Cn1nnc(-c2ccncc2)n1)c1ccccc1 (stereo unspecified)	0%
11	c1coc(-c2ccc3ncnc(NCc4cccs4)c3c2)c1	-2%
12	COc1cc2ccccc2cc1C(=O)NNC(=O)c1ccccc1O	-6%
13	COc1ccc2c(c1)O[C@H](c1ccc3c(c1)OCO3)[C@@H](OC(=O)Nc1cc(OC)c(OC)c(OC)c1)C2=O	4%
14	Nc1c(C(=O)Nn2cnnc2)cc([N+](=O)[O-])cc1[N+](=O)[O-]	1%
15	O=C1NC(Cc2ccccc2)c2nc3cc(Cl)ccc3c(=O)n2-c2ccccc21 (stereo unspecified)	2%
16	CCn1c(SCC(=O)N=Nc2c(O)[nH]c3ccccc23)nnc1-c1ccc(C(C)(C)C)cc1	1%
17	Cc1cccc(CCNC(=O)c2cc(=O)[nH]c3ccc(Br)cc23)c1	0%
18	CCc1c(C)nc2ncnn2c1N1CCC(C(=O)N2CCN(c3ccccc3)CC2)CC1	-3%
19	Cc1cccc(NC(=O)CSc2nc3[nH]ncc3c(=O)n2-c2ccccc2)c1	1%
20	COc1ccc(C2CC(C(F)(F)F)n3nc(C(=O)Nc4c(C)n(C)n(-c5ccccc5)c4=O)c(Cl)c3N2)cc1 (stereo unspecified)	3%
21	CCn1c(=N)c(C(=O)NCc2cccnc2)cc2c(=O)n3cccc(C)c3nc21	0%
22	COCCNC(=O)CNC(c1ccccc1)c1ccccc1	1%
23	Cn1c(C(=O)N2CCN(C3CCCCC3)CC2)cc2c(=O)n(C)c3ccccc3c21	-2%
24	Cc1ccc(S(=O)(=O)N2CCC(C(=O)N[C@@H](C)C(=O)NC3CCS(=O)(=O)C3)CC2)cc1 (stereo partly specified)	2%[15.4 µM]

Reprinted at random: seven entries already listed.
item	mol	MmCpn inh
19	Cc1cccc(NC(=O)CSc2nc3[nH]ncc3c(=O)n2-c2ccccc2)c1	1%
22	COCCNC(=O)CNC(c1ccccc1)c1ccccc1	1%
20	COc1ccc(C2CC(C(F)(F)F)n3nc(C(=O)Nc4c(C)n(C)n(-c5ccccc5)c4=O)c(Cl)c3N2)cc1 (stereo unspecified)	3%
23	Cn1c(C(=O)N2CCN(C3CCCCC3)CC2)cc2c(=O)n(C)c3ccccc3c21	-2%
24	Cc1ccc(S(=O)(=O)N2CCC(C(=O)N[C@@H](C)C(=O)NC3CCS(=O)(=O)C3)CC2)cc1 (stereo partly specified)	2%[15.4 µM]
16	CCn1c(SCC(=O)N=Nc2c(O)[nH]c3ccccc23)nnc1-c1ccc(C(C)(C)C)cc1	1%
17	Cc1cccc(CCNC(=O)c2cc(=O)[nH]c3ccc(Br)cc23)c1	0%

(next part)
item	mol	MmCpn inh
25	Cc1ccc(C(=O)NC2=NCCS2)cc1	0%
26	COc1ccccc1N1CCN(C(=O)c2ccc3c(c2)NC(=O)C(CSCc2ccccc2C)N3)CC1 (stereo unspecified)	-1%
27	COc1cc(-c2cc(C(=O)NN3CCN(C)CC3)c3ccccc3n2)cc(OC)c1OC	0%
28	O=C(Oc1ccc2c3c(c(=O)oc2c1)CCC3)c1ccccc1[N+](=O)[O-]	1%
29	Cc1ccc(C)n1-c1cccc(N)c1	-2%
30	NC(=O)c1ccc(N=Nc2c(-c3ccccc3)[nH]n(-c3ccccc3)c2=O)cc1	1%
31	Cc1ccccc1-c1nnc2s/c(=C\c3ccc(N(C)C)cc3)c(=O)n12	-3%
32	COc1ccc(-c2csc(/C(C#N)=C\c3cccc([N+](=O)[O-])c3)n2)cc1	0%
33	C/C(=N\NC(=O)C1CC1)c1cccc(NC(=O)c2cccc(Cl)c2)c1	0%
34	COc1cc2c(=O)nc3n(c2cc1OC)C(c1ccccc1)N=C(N)N3 (stereo unspecified)	-1%
35	CCn1c(=O)c2cc(C(=O)N3CCCC3)sc2c2ccccc21	-1%
36	CN(C)CCCN=Cc1c(O)n(Cc2ccc3c(c2)OCO3)c(=O)c2ccccc12	-1%

Further compounds follow.
item	mol	MmCpn inh
37	Oc1cc(Nc2ccc(N3CCCCC3)cc2)cc2cccnc12	1%
38	COc1ccc(NC(=O)c2ccc(Cl)c(NC(=O)c3ccncc3)c2)cc1	1%
39	CCOC(=O)c1c(/N=C/c2ccc(O)cc2O)sc2c1CCC2	-1%
40	C#CCOCCOCCOCCNc1nc(N2CCN(C(=O)CCCCCCCCCCNC(=O)[C@H]([C@@H](C)CC)n3cc(CCCCN=C(N)N)nn3)CC2)nc(N2CCN(C(=O)CCCCCCCCCCNC(=O)[C@H](CCCCN)n3cc(C[C@@H](C)CC)nn3)CC2)n1	-1%
41	Cc1cccc(-c2ccc3ncnc(NCc4cccc(F)c4)c3c2)c1	?
42	Cn1ccc2cc(-c3ccc4ncnc(NCc5cccc(F)c5)c4c3)ccc21	-26%
43	CCCCC1=CC2=C(c3ccco3)C(=O)C(C)(OC(=O)c3ccc(OC)cc3)C(=O)C2=CN1Cc1ccc(OC)cc1 (stereo unspecified)	-2%
44	Cn1c(=O)c(C(=O)COC(=O)c2cc(-c3ccco3)nc3ccccc23)c(N)n(CC2CC2)c1=O	-5%
45	Oc1ccc(/C=N/N(c2ccccc2)c2ccccc2)c(O)c1O	-4%
46	COC(=O)CSc1ncnc2c1sc1nc(-c3ccco3)c3c(c12)CC(C)(C)OC3	-3%
47	Cn1c(=O)c2c(-c3cccc(F)c3)c3c(nc2n(C)c1=O)-c1ccccc1C3O (stereo unspecified)	1%
48	CCCCCn1c2nc3ccccc3nc2c2c(=O)n(CC3CCCO3)c(C)nc21 (stereo unspecified)	-10%

(cont.)
item	mol	MmCpn inh
49	O=C(O)CCC(NC(=O)C(Cc1ccc2c(c1)OCO2)NC(=O)c1ccccc1)C(=O)O (stereo unspecified)	0%
50	Cc1noc(C)c1CSc1ncnc2sc3c(c12)CCC3	-5%
51	CCOC(=O)C1CCN(c2nc(-c3ccc(Br)cc3)cs2)CC1	1%
52	COc1cc(OC)c(-c2nn3c(-c4ccncc4)nnc3s2)cc1OC	0%
53	O=P(O)(CN1CCCCCC1)C1Cc2ccccc2C1	1%
54	O=C(NC(=S)Nc1ccccc1F)C1CCCCC1	0%
55	CCc1c(C(C)O)oc2ccc3c(C)cc(=O)oc3c12 (stereo unspecified)	-1%
56	O=C1CCCC2=C1C1O[C@](CCCCN3C(=O)c4ccccc4C3=O)(Cc3c1ccc1ccccc31)O2	-3%[15.4 µM]
57	Brc1ccc(Nc2nc3ccccc3n3nnnc23)cc1	0%
58	O=C(Cn1ncc2c(=O)oc3ccccc3c21)Nc1nc2ccccc2s1	0%
59	COc1ccc(CCNc2cc(N3CCN(C(=O)c4ccc(C)cc4)CC3)ccc2[N+](=O)[O-])cc1OC	3%
60	Cc1cc(NC(=O)CSc2nc3cc(Cl)ccc3c(=O)n2CC(C)C)no1	-2%

Additional records.
item	mol	MmCpn inh
61	Cc1cccc(Nc2nc(N)nc(CC(=O)CSc3ccc(Cl)cc3)n2)c1	-7%
62	O=C1NC(Cc2ccccc2)c2nc3ccc(Cl)cc3c(=O)n2-c2cc(Cl)ccc21 (stereo unspecified)	-4%
63	CCOC(=O)NC1(Nc2ccc(Cl)cn2)Oc2ccccc2O1	-6%
64	OCc1ccccc1N=c1ssnc1Cl	-3%
65	CCNC(=O)CSc1nc2cc(OC)c(OC)cc2c(=O)n1CCC1=CCCCC1	-8%
66	COc1cc(C2c3c(oc4ccccc4c3=O)C(=O)N2Cc2cccnc2)cc(OC)c1OC (stereo unspecified)	0%
67	Brc1ccccc1-c1nc(-c2ccccc2)no1	1%
68	O=C1OC2(c3ccccc31)c1cc(I)c(O)c(I)c1Oc1c2cc(I)c(O)c1I	32µM*
69	CCN1C(=S)N[C@@H](c2cccc(C(F)(F)F)c2)C(C(=O)OC)=C1C	4%
70	CC(C)C1CCC(C(=O)N[C@H](Cc2ccccc2)C(=O)O)CC1 (stereo partly specified)	1%
71	Cc1cccc(/C=N/n2c(-c3ccccn3)n[nH]c2=S)c1	-2%
72	Cc1ccc2nc(NC3=NCN(Cc4ccccc4)CN3)nc(C)c2c1	-6%

Carrying on:
item	mol	MmCpn inh
73	O=C1C(=O)N(CCCn2ccnc2)C(c2ccccn2)/C1=C(/O)c1ccccc1 (stereo unspecified)	0%
74	CC(=O)NC1C(=O)SC1(C)C (stereo unspecified)	-1%
75	Cc1ccc2c(c1)-n1c(nc3cc(Cl)ccc3c1=O)C(Cc1ccccc1)NC2=O (stereo unspecified)	0%
76	Nc1ccc(Sc2cc(Cl)nc(N)n2)cc1	-1%
77	Cn1c(SCn2nnc3ccccc3c2=O)nc2ccccc2c1=O	-4%
78	COc1cccc(-c2csc(N3CCC(C(N)=O)CC3)n2)c1	-3%
79	COc1cc2c(cc1OC)C1O[C@](CCCCN3C(=O)c4ccccc4C3=O)(C2)OC2=C1C(=O)CCC2	3%[15.4 µM]
80	O=C(Cn1c(CO)nc2ccccc21)NC1CCCCCC1	1%
81	COc1ccc2c(=O)c3c(=O)n(Cc4ccco4)c(C4CCCCC4)nc3oc2c1	-18%
82	C[n+]1nc(Nc2cccc(F)c2)sc1-c1ccc(C(=O)O)cc1	0%
83	O=c1[nH]c(CN2CCN(Cc3ccc4c(c3)OCO4)CC2)nc2sc3c(c12)CCC3	-3%
84	CCCCOc1ccc(C2C(C(=O)c3ccc(C)o3)=C(O)C(=O)N2Cc2ccco2)cc1 (stereo unspecified)	-6%

Additional records follow:
item	mol	MmCpn inh
85	O=C(c1cc(-c2ccc(Cl)c(Cl)c2)on1)N1CCCC1	2%
86	COCCN(Cc1cc2cc3c(cc2[nH]c1=O)OCO3)C(=O)c1cccs1	1%
87	O=c1/c(=C/c2ccc(O)cc2)sc2nc3cc(Br)cnc3n12	-1%
88	CC(C)[C@]1(c2ccc(Cl)cc2)ON(c2ccccc2C(F)(F)F)C1=O	1%
89	CCOC(=O)C1CCN(c2nc3ccccc3nc2C(C#N)C(=O)NCCc2ccccc2)CC1 (stereo unspecified)	-5%
90	Cc1cc(C)n2c(Nc3ccc4c(c3)OCCO4)c(-c3ccco3)nc2n1	0%
91	Cc1ccccc1Cn1c(=O)n(-c2ccccc2)c(=O)c2ccc(C(=O)NCc3ccco3)cc21	1%
92	COc1ccc(CNC(=S)Nc2ccccc2-c2ccccc2)cc1	-2%
93	COc1ccccc1N/C(N)=N/c1nc(CSc2nc3ccccc3s2)cc(=O)[nH]1	1%
94	Cc1cc(C)c2nc3s/c(=C/c4ccc5c(c4)n(C)c(=O)n5C)c(=O)n3c2c1	4%
95	COc1ccc(/C=C/C(=O)c2sc(-c3ccc(Cl)cc3)nc2C)cc1	-2%
96	O=C1C(=O)N(CCc2c[nH]c3ccccc23)C(c2cccnc2)/C1=C(/O)c1ccccc1 (stereo unspecified)	1%

Next records follow:
item	mol	MmCpn inh
97	CCC(=O)Nc1nc(C)c(-c2csc(Nc3ccc(S(=O)(=O)Nc4cc(C)on4)cc3)n2)s1	-5%
98	CCN1CCCC1CNC(=O)c1cn(CC)c2ccc(S(=O)(=O)N3CCCCCC3)cc2c1=O (stereo unspecified)	1%
99	CC(=O)NCc1cc(Cl)c2cccnc2c1O	-4%
100	O=C(O)C1C2C=CC(O2)C1C(=O)Nc1ccc2c(c1)OCCO2 (stereo unspecified)	-2%
101	O=S(=O)(NC1CCC(CNS(=O)(=O)c2c(F)cccc2F)CC1)c1ccc2c(c1)OCCO2 (stereo unspecified)	1%
102	COc1nc2cc(C)ccc2cc1-c1noc(-c2cccnc2)n1	0%
103	Cc1cc(NS(=O)(=O)c2ccc(Nc3nc(-c4sc(NC(=O)c5ccccc5)nc4C)cs3)cc2)no1	-1%
104	O=C1CN(S(=O)(=O)c2ccc(F)cc2)CC(=O)N1CCc1ccccc1	0%
105	CCCn1c(=O)c2ccccc2n2c(SCC(=O)c3ccc(F)cc3)nnc12	2%
106	Cc1cc(C)cc(Oc2ccccc2CO)c1	1%
107	Cn1c(CNC(=O)c2ccccc2F)nnc1SCc1nc2ccccc2c(=O)[nH]1	2%
108	CC(C)CC1NC(=O)c2ccccc2-n2c1nc1ccc(F)cc1c2=O (stereo unspecified)	0%
109	O=C(Nc1cccc(N2C(=O)C=CC2=O)c1)c1cccs1	-18%
110	CCc1ccc(N2C(=O)c3cc(N4CCOCC4)c([N+](=O)[O-])cc3C2=O)cc1	-4%

Assay outcomes: PubChem BioAssay, National Center for Advancing Translational Sciences (NCATS)

This is a subset (hit frequency here may not be typical).
